TRb SRC2 PPI = qHTS for Inhibitors of the Interaction of Thyroid Hormone Receptor and Steroid Receptor Coregulator 2. hit rate 0.065% among 280,000. AID 1469, 2008. TRbeta-SRC2 peptide binding, fluorescence polarization; receptor liganded with 1 µM T3. Potency, µM (top dose mostly 106 µM), for the others: top-dose activity change, negative = inhibition, actives largely listed as inhibitors. Thyroid hormone receptor beta (Homo sapiens), P10828;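 also: plate controls were bound peptide for no effect and peptide without receptor for full effect; nearly all actives have a fitted effect of over 50% in size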
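TRb LBD 0.6 uM + Texas Red SRC2 peptide 20 nM, 1 uM T3, Tris buffer w/ 5% DMSO; compound pinned, 5 h RT; FP read ex 555/em 632; normalized to unbound and bound controls.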
Tau fibril FP = qHTS for Inhibitors of Tau Fibril Formation, Fluorescence Polarization. K18 P301L tau heparin fibrillization, Alexa594 FP, 6 h. Potency, µM (titrated, usually from 57.7 µM), for inactives: top-dose activity, negative = inhibition, most hits filed as inhibitors. hit rate 0.39% among 280,000. AID 1468, 2008; also: nearly all actives have a fitted effect of over 55% in size
Target sequence (P10636 561-689 P618L limits assumed): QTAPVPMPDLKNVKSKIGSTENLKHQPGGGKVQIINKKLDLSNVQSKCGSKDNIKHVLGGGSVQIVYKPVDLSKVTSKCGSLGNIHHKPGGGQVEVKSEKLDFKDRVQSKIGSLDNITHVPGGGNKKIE
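Heparin (20 uM) drove fibril formation of recombinant tau K18 P301L, 15 uM unlabeled with 0.24 uM Alexa 594 label, for 6 hr at 37 C in 100 mM sodium acetate pH 7. Fluorescence polarization (555/632 nm) read 1 hr after 30 uM ThT.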
KDM4E inh = qHTS Assay for Inhibitors of Human Jumonji Domain Containing 2E (JMJD2E) | Lysine-specific demethylase 4E (Homo sapiens), B2RXH2 | Potency, µM (highest dose often 57.1 µM), inactives show top-dose activity change, negative = inhibition, usual class: inhibitors | hit rate 1.6% among 230,000 | AID 2147, 2009 | JMJD2E catalytic domain, FDH-coupled NADH fluorescence (FDH is formaldehyde dehydrogenase); active = well fitted inhibition curve with a large enough effect, not every such curve was filed as active; inconclusive = small, poorly fitted or top-dose-only effect, or another doubt; inactive = no such curve, though single readings can be large or run the other way;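 also: 0% = wells with enzyme and -100% = buffer wells without enzyme; nearly all actives have a fitted effect of over 50% in size; many of its hits are not listed in these tables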
Target sequence (B2RXH2 1-337 limits assumed): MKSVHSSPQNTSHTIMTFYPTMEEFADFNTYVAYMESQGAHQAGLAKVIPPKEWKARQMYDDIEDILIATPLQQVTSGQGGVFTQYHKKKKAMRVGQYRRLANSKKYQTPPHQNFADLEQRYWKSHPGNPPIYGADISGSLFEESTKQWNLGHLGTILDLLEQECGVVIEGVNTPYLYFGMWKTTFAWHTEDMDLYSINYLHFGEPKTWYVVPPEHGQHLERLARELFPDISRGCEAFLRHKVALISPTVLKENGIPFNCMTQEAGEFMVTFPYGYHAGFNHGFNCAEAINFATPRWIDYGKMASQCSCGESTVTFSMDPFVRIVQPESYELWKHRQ
RECQ1 helicase = qHTS Assay for Inhibitors of RecQ-Like Dna Helicase 1 (RECQ1). RECQ1 DNA unwinding, red fluorescence kinetic read. Potency, µM (doses to about 57.3 µM), inactives show at the top dose activity, negative = inhibition, most hits filed as inhibitors. hit rate 0.54% among 240,000;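 also: plate controls were vehicle for no effect and no enzyme for full effect; nearly all actives have a fitted effect of over 30% in size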
Target sequence (P46063 whole entry, looked up): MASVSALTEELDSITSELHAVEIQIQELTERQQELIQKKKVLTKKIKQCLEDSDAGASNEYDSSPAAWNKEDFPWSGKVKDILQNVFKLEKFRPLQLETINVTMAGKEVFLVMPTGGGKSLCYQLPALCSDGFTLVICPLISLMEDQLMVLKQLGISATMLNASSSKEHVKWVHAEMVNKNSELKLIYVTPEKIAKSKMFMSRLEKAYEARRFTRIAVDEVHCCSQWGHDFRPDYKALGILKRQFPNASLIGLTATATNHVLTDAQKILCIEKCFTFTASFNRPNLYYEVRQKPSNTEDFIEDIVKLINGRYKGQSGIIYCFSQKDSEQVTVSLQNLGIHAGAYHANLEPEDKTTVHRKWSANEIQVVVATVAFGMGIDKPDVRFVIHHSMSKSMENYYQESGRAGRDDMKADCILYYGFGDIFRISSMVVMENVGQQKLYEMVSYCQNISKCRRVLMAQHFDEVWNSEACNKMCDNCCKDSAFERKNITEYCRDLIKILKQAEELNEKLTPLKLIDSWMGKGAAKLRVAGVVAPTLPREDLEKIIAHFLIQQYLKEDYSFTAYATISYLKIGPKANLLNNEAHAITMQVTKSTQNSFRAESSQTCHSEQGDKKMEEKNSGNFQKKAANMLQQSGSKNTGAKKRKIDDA
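RECQ1T1 50 nM; forked duplex (20 bp + 30-nt ss tails) 200 nM, ATP 2 mM final; pH 8.0, 2 mM MgCl2, 2.5 ug/ml poly(dI-dC); 15 min compound preincubation; discontinuous kinetic read over 2 h at RT.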
L3MBTL1 inh = qHTS Assay for the Inhibitors of L3MBTL1; Lethal(3)malignant brain tumor-like protein 1 (Homo sapiens), Q9Y468; AlphaScreen L3MBTL1–H3K9me1 peptide binding; Potency, µM (highest dose often 57.1 µM), for inactives: top-dose activity, negative = inhibition, actives largely listed as inhibitors; hit rate 0.66% among 230,000; AID 485360, 2010; also: nearly all actives have a fitted effect of over 60% in size
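AlphaScreen proximity signal between nickel-chelate acceptor and streptavidin donor beads (final 10 ug/mL) reports binding of 50 nM L3MBTL1 to 75 nM biotin-H3 K9me1 peptide; complex incubated with compounds 30 min at room temperature; cefsulodin titration as control.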
RGS12 GoLoco inh = qHTS Assay for Inhibitors of RGS12 GoLoco Motif Activity (Red Fluorophore) | Gai1:RGS12 GoLoco peptide FP, rhodamine, 10 min | Potency, µM (doses to about 61.6 µM), for inactives: top-dose activity, negative = inhibition, hits mostly inhibitors | hit rate 0.44% among 230,000 | AID 880, 2007; active = well fitted inhibition curve with a large enough effect, not every such curve was filed as active; inactive = no such curve, though single readings can be large or run the other way; also: nearly all actives have a fitted effect of over 30% in size; many of its hits are not listed in these tables
TR SRC2 fluor cs = Total Fluorescence Counterscreen for Inhibitors of the Interaction of Thyroid Hormone Receptor and Steroid Receptor Coregulator 2 | TRb/SRC2 Texas Red total fluorescence interference | hit rate 0.29% among 280,000 | Potency, µM (titrated, usually from 106 µM), inactives show at the highest dose fluorescence change, negative = quenching; active = well fitted curve in either direction with a large enough effect; inconclusive = small, poorly fitted or top-dose-only effect
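Human TRβ ligand-binding domain (0.6 uM) and Texas Red SRC2 peptide (20 nM) in Tris buffer with 1 uM T3 and 5% DMSO were incubated with pinned compound for 5 hr at ambient temperature. Total fluorescence was computed as S + 2P (555/632 nm).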
Tau fibril ThT = qHTS for Inhibitors of Tau Fibril Formation, Thioflavin T Binding | Microtubule-associated protein tau (Homo sapiens), P10636 | recombinant tau K18 P301L, heparin-induced fibrillization, ThT fluorescence | Potency, µM (highest dose often 57.4 µM), for the others: at the highest dose activity, negative = inhibition, most hits filed as inhibitors | hit rate 2.1% among 270,000; also: nearly all actives have a fitted effect of over 55% in size
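Fibril formation assay: tau K18 P301L at 15 uM with trace Alexa 594 label, heparin inducer 20 uM, pH 7 sodium acetate buffer, 37 C for 6 hr; endpoint ThT signal.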
An asterisk follows results filed as active; i = inactive; ? = inconclusive; . = no result given; & = joins results of further samples; ! = not confirmed by another sample; [ ] = another dose, or the depositor's remark. Unless noted, calls follow the shape of the dose curve; as a rule, active = well fitted curve in the direction sought with a large enough effect; inconclusive = small, poorly fitted or top-dose-only effect, or another doubt; inactive = no such curve, though single readings can be large; an effect the other way counts as inactive or inconclusive. Unless noted, % is scaled to controls: 0 for no effect and ±100 for the full control effect; potency is read from the fitted curve at half-maximal effect.

Each structure is followed by: TRb SRC2 PPI	Tau fibril FP	KDM4E inh	RECQ1 helicase	L3MBTL1 inh	RGS12 GoLoco inh	TR SRC2 fluor cs	Tau fibril ThT
> CCC(C)C12CN3CCN(CC(C)(C3)C1O)C2 (configuration not stated)
→ 7%	-2%	6%	i	-4%	11%	-2%	18%
> O=c1ccc(=O)[nH][nH]1
→ -5%	.	.	-6%	.	-5%	0%	.
> CC1=NN(c2ccccc2)C(=O)C1/C=C1\C(=O)NC(=O)N(c2cc(C)cc(C)c2)C1=O (configuration not stated)
→ -3%	1%	-2%	-1%	-5%	1%	-2%	0%
> CC(C)OC12Oc3ccccc3C=C1N1CCC2CC1 (configuration not stated)
→ -3%	2%	1%	-5%	-1%	0%	-5%	6%
> COc1ccccc1-n1c(O)c(/C=N/N2CCCCC2)c(=O)n(-c2ccccc2OC)c1=S
→ 2%	-4%	-10%	-1%	-4%	15%	-3%	-15%
> OCCBr
→ -5%	.	.	-1%	.	10%	-1%	.
> COc1ccc(OC)c(CN2CCN(C(=O)COc3cccc(C)c3)CC2)c1
→ 3%	-1%	?	24%	-3%	0%	-1%	-12%
> C[N+]1=C(/C=C/Nc2ccccc2)C(C)(C)c2ccccc21
→ .	-3%	8%	0%	-11%	-10%	-4%	-2%
> C/C(=N\NC(=O)c1ccccc1O)c1c(O)n(Cc2ccccc2)c(=O)[nH]c1=O
→ 3%	13%	?	0%	16%	5%	-11%	14µM*
> CCN(CC)C(=O)CN1CCN(c2ccccc2F)CC1
→ -11%	-6%	?	8%	-7%	-3%	-1%	-13%
> COc1ccccc1CCNCc1ccc(OC)c(OC)c1OC
→ -2%	-1%	5.6µM*	i	11%	-5%	-5%	0%
> O=C1NC(=O)C(=Cc2ccc3ccccc3c2)C(=O)N1
→ 1%	0%	?	i	-3%	27%	-2%	?
> COc1cccc(-c2nc(CS(=O)CC(=O)N3CCC4(CC3)OCCO4)c(C)o2)c1 (configuration not stated)
→ 3%	6%	-20%	i	-3%	5%	-7%	-11%
> CC(C)n1c(=O)c(C=Nc2ccc(S(N)(=O)=O)cc2)c(O)n(Cc2ccco2)c1=O
→ 24%	-6%	?	?	-10%	81%[activator]	-2%	?
> CC[C@@]1(O)C(=O)OCc2c1cc1n(c2=O)-c2cc3ccccc3nc2C1
→ -1%&-2%&-2%	2%&1%	.	-3%&4%	.	11%&3%	?	-5%&-15%
> CCCCCCCCc1[se]c2ccccc2c1[Se]c1ccccc1
→ 6%	-6%	.	i	.	4%	-4%	-5%
> CCCC(=O)Nc1ccc(N2CCN(CC)CC2)c(Cl)c1
→ 2%	6%	11%	13%	3%	-3%	1%	-1%
> COC(=O)[C@H]1[C@H](c2ccccc2)C(=O)[C@@]2(O)c3ccccc3O[C@@]12c1ccccc1
→ 1%[11.2 µM]	-15%[11.6 µM]	.	14%[11.5 µM]	.	.	0%[11.2 µM]	-10%[11.5 µM]
> COc1nc(NC(C)C)nc(NC(C)C)n1
→ 5%[201 µM]	-8%&2%	-7%&1%	-7%	.	-1%&6%	0%[201 µM]	0%&1%
> C/C(=N\N1CCCCCC1)c1c(O)n(-c2ccc(C)cc2)c(=O)[nH]c1=O
→ 3%	4%	-2%	-9%	1%	11%	0%	-5%

Record cards (already shown). Order of screens: TRb SRC2 PPI | Tau fibril FP | KDM4E inh | RECQ1 helicase | L3MBTL1 inh | RGS12 GoLoco inh | TR SRC2 fluor cs | Tau fibril ThT
C/C(=N\N1CCCCCC1)c1c(O)n(-c2ccc(C)cc2)c(=O)[nH]c1=O is listed as 3% | 4% | -2% | -9% | 1% | 11% | 0% | -5%
COc1cccc(-c2nc(CS(=O)CC(=O)N3CCC4(CC3)OCCO4)c(C)o2)c1 (configuration not stated) is listed as 3% | 6% | -20% | i | -3% | 5% | -7% | -11%

By substructure, the entries above with a halogen
Each structure is followed by: TRb SRC2 PPI	Tau fibril FP	KDM4E inh	RECQ1 helicase	L3MBTL1 inh	RGS12 GoLoco inh	TR SRC2 fluor cs	Tau fibril ThT
> OCCBr
→ -5%	.	.	-1%	.	10%	-1%	.
> CCN(CC)C(=O)CN1CCN(c2ccccc2F)CC1
→ -11%	-6%	?	8%	-7%	-3%	-1%	-13%
> CCCC(=O)Nc1ccc(N2CCN(CC)CC2)c(Cl)c1
→ 2%	6%	11%	13%	3%	-3%	1%	-1%

Further entries.
Each structure is followed by: TRb SRC2 PPI	Tau fibril FP	KDM4E inh	RECQ1 helicase	L3MBTL1 inh	RGS12 GoLoco inh	TR SRC2 fluor cs	Tau fibril ThT
> c1cc2c(cc1CCNC1C3CC4CC(C3)CC1C4)OCO2 (configuration not stated)
→ -14%	-4%	?	-3%	-2%	3%	1%	-6%
> Cc1ccc(NC(=O)Nc2cc3c(cc2N2CCCCC2)n(C)c(=O)n3C)cc1Cl
→ -5%	?	.	.	.	.	-2%	?
> COc1ccc(OC)c(CCNCc2c(C(=O)O)c(C)n(Cc3ccc(F)cc3Cl)c2C)c1
→ -4%	3%	.	.	.	.	0%	-10%
> Cc1ccc2occ(CN3CC4CC(C3)c3cccc(=O)n3C4)c(=O)c2c1 (configuration not stated)
→ -6%	5%	4%	-4%	2%	.	0%	-8%
> O=C(Nc1cc(C(F)(F)F)cc(C(F)(F)F)c1)c1cccn(Cc2ccccc2Cl)c1=O
→ 3%	?	.	.	.	.	?	4%
> C/C=C(/C)C(=O)O[C@H]1C(C)=C2C([C@@H]1OC(=O)CCCCCCC)[C@@](C)(OC(C)=O)C[C@@H](OC(=O)CCC)[C@@]1(O)[C@H]2OC(=O)[C@@]1(C)O (some centres not stated)
→ -4%	?	-12%	-15%	.	14%	-3%	?
> O=[N+]([O-])/C=C/c1c(OCc2ccccc2)ccc2ccccc12
→ 5%	4%	-3%	i	.	14%	1%	?
> CCOc1ccc(NC(=O)Cn2cc(C(=O)c3ccccc3)c3ccccc32)cc1
→ 0%	0%	.	.	.	.	0%	?
> CN1CCC(c2c[nH]c3ccc(O)cc23)CC1
→ -2%&-2%&3%	?	-2%&0%	-10%	.	9%&11%&0%	-1%&-1%&-3%	-6%&0%&-5%
> CC(=NCCCN1CCOCC1)c1c(O)[nH]c(=O)[nH]c1=O
→ 1%	-3%	-5%	4%	-1%	7%	1%	-2%
> Cc1ccc2oc(=O)c(-c3nc4ccc(C)cc4[nH]3)cc2c1
→ -10%	?	.	.	.	.	0%	?
> O=c1cccc2n1CC1CC2CN(S(=O)(=O)c2ccc(F)cc2)C1 (configuration not stated)
→ -1%	-9%	-4%	i	0%	13%	0%	4%
> Cc1c(C(=O)N2CCC3(CC2)OCCO3)sc2ncnc(N3CCN(c4ccccn4)CC3)c12
→ -1%	5%	14%	2%	0%	1%	0%	5%
> CN1CCN(C(=O)COc2ccc3ccccc3c2Br)CC1
→ 3%	0%	-6%	-2%	1%	6%	-2%	5%
> COC(=O)C1C2c3ccccc3C(c3ccccc32)C1C(=O)OC (configuration not stated)
→ 2%	-3%	2%	3%	.	-4%	-2%	-11%
> Clc1ccccc1CN1CCN(c2ccccc2)CC1
→ -1%	-5%	?	-2%	.	2%	-5%	-15%
> Cc1ccc(Cn2cccc(C(=O)Nc3cc(C)on3)c2=O)cc1
→ -3%	-15%	.	.	.	.	1%	-7%
> O=C1CCCC2C3CCCN4CCCC(CN12)C34 (configuration not stated)
→ -4%	1%	-2%	7%	-6%	-4%	0%	-12%
> Cc1ccc(NP(=O)(Nc2ccc(C)cc2)Oc2ccccc2)cc1
→ -1%	-3%	-6%	-9%	6%	11%	1%	-9%
> Cn1ncnc2c(=O)n(C)c(=O)nc1-2
→ .	?	4µM*	?	-19%	-14%	-3%	11µM*

(list continues)
Each structure is followed by: TRb SRC2 PPI	Tau fibril FP	KDM4E inh	RECQ1 helicase	L3MBTL1 inh	RGS12 GoLoco inh	TR SRC2 fluor cs	Tau fibril ThT
> O=c1c2ccccc2nc(/C=C/c2ccc3c(c2)OCO3)n1-c1ccccc1
→ 6%	-5%	?	-13%	24%	16%	1%	-12%
> Oc1c(Cl)cccc1Cl
→ 6%	.	.	10%	.	-13%	-2%	.
> O=c1c(O)c(-c2ccc(O)c(O)c2)oc2cc(O)cc(O)c12
→ 6%&2%&2%&8%&10%&4%&9%&-1%	?	14µM*	1.8µM*!	.	-1%	?	13µM*
> CC(C)C1C(=O)N2CCC[C@H]2[C@]2(O)O[C@](NC(=O)[C@@H]3C=C4c5cccc6[nH]cc(c56)C[C@H]4N(C)C3)(C(C)C)C(=O)N12 (some centres not stated)
→ 2%	?	.	-27%	.	139%[activator]	21%	?
> CN(C)CCN(C)CCc1ccc(Cl)c(Cl)c1
→ -1%&-6%	?	-8%	-4%&-8%	.	-4%&4%	-2%&-1%	-4%&-4%
> CC(=O)OC1N=C(c2ccccc2)c2ccccc2NC1=O (configuration not stated)
→ 2%	-1%	3%	-3%	1%	-5%	-1%	2%
> Cc1cccc(NP(C)(=O)c2nc3c(s2)CCCC3)c1 (configuration not stated)
→ -5%	3%	2%	6%	-1%	11%	0%	1%
> CN(C)C(Cc1ccc(C#N)cc1)C(=O)c1ccccc1 (configuration not stated)
→ -1%	6%	?	-3%	-6%	2%	7%	0%
> CCOc1ccccc1-n1c(O)c(C=NCc2ccc3c(c2)OCO3)c(=O)[nH]c1=O
→ 1%	10%	-3%	-11%	9%	-2%	-1%	-3%
> CC(Cl)(Cl)/C(=N/P(=S)(N1CCOCC1)N1CCOCC1)N1CCOCC1
→ -5%	-1%	3%	5%	2%	4%	3%	-1%
> CCCNS(=O)(=O)c1ccc(OCC(=O)N2CCN(C)CC2)cc1
→ -5%	8%	3%	3%	-6%	10%	-3%	5%

Source: PubChem

A portion of the library. The share of hits here may be higher or lower than overall.
